Pf apPOL inh – Pf-apPOL inhibitors, biochemical, fluorescence; inhibition, % at 10 µM; 210,000 tested, 0.25% active; Plasmodium falciparum apicoplast DNA polymerase (apPOL); Recombinant Pf-apPOL, molecular beacon fluorescence, 1.5 h; AID 1794808, 2022
mHTT-CaM PPI inh – mutant huntingtin-calmodulin interaction inhibitors – biochemical, AlphaScreen, primary screen | AlphaScreen His-mHTT/GST-CaM binding, luminescence | inhibition, % at 15 µM | 190,000 tested, 3.6% active | AID 1671202, 2021;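 also: 0% = both proteins with DMSO and 100% = one protein alone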
The depositor's hits bear a star; i = inactive; nt = not tested or not shown; & = joins results of further samples. Rule as the data show it: active = inhibition above about 50%; inactive = the rest.

SMILES | Pf apPOL inh | mHTT-CaM PPI inh
Cc1ccc(S(=O)(=O)N2CCN(S(=O)(=O)c3ccccc3)C2)cc1 | -11 | -4
COc1ccccc1NC(=O)Nc1nnc(C23CC4CC(CC(C4)C2)C3)s1 | -13 | -3
O=S1(=O)N=C(CC2CCCCC2)Nc2ccccc21 | -2 | -1
CC(Cc1c[nH]c2ccccc12)NC(=O)C1CC1 (stereo not drawn) | -18 | -6
CCOc1ccc(C(=O)Nc2c3c(nn2-c2cccc(C)c2C)CS(=O)(=O)C3)cc1OCC | -6 | 18
CCC(CO)Nc1ncnc2c1cnn2-c1cccc(C)c1 (stereo not drawn) | -1 | 12
COc1ccc(OC)c(C=Nc2ccc(S(=O)(=O)Nc3ccccn3)cc2)c1 | 4 | 3
Cc1ccc2c(C(=O)NCc3cc(F)cc(F)c3)cc(NC(=O)C(C)C)cc2n1 | 4 | 15
O=C(Nc1ccc(N2CCCCC2)cc1)c1ccccc1 | -19&-6 | nt
COc1ccccc1C/C(N)=N/OC(=O)COc1ccc(C)cc1Br | -6 | i
O=C(NCc1cccc(C(F)(F)F)c1)C1CCN(c2cnc3nccnc3c2)CC1 | -2 | -1
COc1cc(NC(=O)c2cc3ccccc3o2)c(OC)cc1Cl | 2&-2 | -6&-6
COc1ccc(NC(=O)CN2CCN(CC(=O)Nc3ccc4c(c3)OCO4)CC2)cc1 | -4 | -5
OC1(c2ccccc2)CCN(Cc2ccccc2)C1 (stereo not drawn) | -4 | -4
Cc1cccc(-n2ncc(C(=O)N(C)C)c2-n2cccc2)c1 | -1 | -2
O=C(Cc1csc(-c2ccc(F)cc2)n1)N1CCCC1 | -6 | 0
Fc1ccc(F)c(-c2nnc(-c3ccc(-n4ccnc4)nc3)o2)c1 | -7 | 17
CC1C(=O)N(c2ccc(F)cc2)CCN1S(=O)(=O)c1ccccc1 (stereo not drawn) | 0 | -7
COCCNC(=O)NC1CCCCC1 | -7 | -3
Cn1c2c(c(SCc3ccc(F)cc3)nc1=O)CCC2 | -2 | 1
CCC(=O)N1CCc2cc(N3CC(C(=O)Nc4ccc(F)cc4F)CC3=O)ccc21 (stereo not drawn) | 1 | 7
Cc1ccc(/C=N\n2c(C3CCCCC3)n[nH]c2=S)s1 | nt | i
COc1ccc(NC(=O)Nc2ccc(OC)cc2)cc1 | 1 | -4
Cc1ccc(-c2nc3ccccc3o2)cc1NC(=O)COc1ccccc1[N+](=O)[O-] | -40 | -4
CCCCS(=O)(=O)N1CCC(Oc2ccc(-n3cnnn3)cc2)CC1 | -5 | -7
COc1ccccc1C(=O)Nc1ccc2nn(-c3cccc(Cl)c3)nc2c1 | -8 | 0
O=C(Nc1cccc(F)c1)c1cccc(-c2cnc(N3CCCC3)nc2)c1 | 1 | -2
COc1ccc(-c2nc(-c3cc4cc(Cl)ccc4oc3=O)cs2)cc1 | 6 | 0
COc1ccccc1CNC(=O)C1CCN(c2cn[nH]c(=O)c2)CC1 | 1 | 4
Clc1ccc(CN2CCC(N3CCCCCC3)CC2)cc1 | 5 | 4
COc1cc(Cl)c(C)cc1NC(=O)c1ccc(C)c(C)c1 | -7 | -14
Cc1cc(CNC(=O)Cc2cccs2)c(C)o1 | 9 | 6
CCCOc1ccc(CN2CCCC2c2cc(C)no2)cc1OCC (stereo not drawn) | 5 | 6
CC(=O)/C=C(\C)N1N=C(c2ccccc2)CC1c1cccc([N+](=O)[O-])c1 (stereo not drawn) | -1 | 48
O=C(NCc1ccccc1)OCCN1C(=O)CCC12CCC(c1ccccc1)CC2 (stereo not drawn) | -8 | 4
N#C/C(=C\c1cc2c(cc1Br)OCO2)c1nc2ccccc2[nH]1 | -1 | 8
COc1ccc(-c2nc(-c3cccc(-c4ccnn4C)c3)no2)cc1F | 5 | -15
O=C(Nc1ccc(N2CCCC2)cc1)c1ccc(Br)o1 | 2 | 62*
OCCCNc1ncnc2sc3c(c12)CCC3 | nt | -4
CCc1ccc(NC(=O)CN2C(=O)C(c3ccccc3)=NC23CCCCC3)cc1 | -3 | -8

One compound at a time (already shown).
CC(=O)/C=C(\C)N1N=C(c2ccccc2)CC1c1cccc([N+](=O)[O-])c1 (stereo not drawn) reads Pf apPOL inh = -1; mHTT-CaM PPI inh = 48
Clc1ccc(CN2CCC(N3CCCCCC3)CC2)cc1 reads Pf apPOL inh = 5; mHTT-CaM PPI inh = 4

Later entries:
SMILES | Pf apPOL inh | mHTT-CaM PPI inh
O=C(NCC1CCCCC1)c1ccc(NC(=O)C2CCC2)cc1N1CCOCC1 | 1 | 17
Fc1ccc(-c2csc(Nc3ccc(Oc4ccccc4)cc3)n2)cc1 | -2 | 48
COc1cc2c(cc1OC)C(C(=O)N1CCN(C)CC1)C(c1ccc(SC)cc1)N(C)C2=O (stereo not drawn) | -14 | 4
COc1ccc(C2C(C(=O)Nc3ccccc3OC)=C(C)Nc3nnnn32)c(OC)c1 (stereo not drawn) | -14 | 2
COc1ccc(Br)cc1C=C(NC(=O)c1cc(OC)c(OC)c(OC)c1)C(=O)N1CC2CC(C1)c1cccc(=O)n1C2 (stereo not drawn) | -48 | 73*
O=C1CC(c2ccccc2)Sc2ccccc2N1 (stereo not drawn) | 5 | nt
Cc1ccc(Cl)cc1NC(=O)c1ccccc1 | -3 | -14
O=[N+]([O-])c1cccc(S(=O)(=O)Nc2ccc3c(c2)OCO3)c1 | -2 | 14
COc1ccc(N2CN=c3s/c(=C\c4cccc([N+](=O)[O-])c4)c(=O)n3C2)cc1 | 1 | -2
Nc1nnc(SCc2cc(Cl)ccc2Cl)s1 | -4 | 0
O=C1CCCC(=O)N1c1ccc(N2CCc3ccccc3C2)c([N+](=O)[O-])c1 | -17 | 37
CCN(Cc1ccncc1)C(=O)c1ccc(-c2cccc(Cl)c2)s1 | -4 | 75*
CCOC(=O)CNC(=O)NC1CCN(c2nc3ccccc3n(CC)c2=O)CC1 | -2 | -7
CC(C)C(NC(=O)C12CC3CC(CC(C3)C1)C2)C(=O)Nc1ccccc1 (stereo not drawn) | -4 | 1
Cc1c(Cl)cccc1NC(=O)CCN1CCN(c2ccccc2)CC1 | -8 | 6
Cc1c(C(N)=O)c(N)c(C(=O)c2ccccc2)n1-c1ccccc1 | -6 | -2
CCc1cccc(NC(=O)c2cccc(F)c2)c1 | -4 | -24
COc1ccc(CNC(=O)C2CC(=O)NC(=Nc3ccc(F)c(Cl)c3)S2)cc1 (stereo not drawn) | -4 | 0
CCC(C)NC(=O)C1=C2CCCN2c2ccc(F)cc2S1(=O)=O (stereo not drawn) | -2 | -10
CCOc1ccc(C2=NC3(CCN(C(C)=O)CC3)NC(c3ccccc3O)C2)cc1 (stereo not drawn) | 2 | 51*
Cc1ccc(C(=O)N2CCCCC2)c(C2CCN(C(=O)c3ccccc3F)CC2)n1 | -6 | 5
CCOCCCNC(=O)C1(O)c2ccccc2NC(=O)N1c1ccc(Cl)cc1 (stereo not drawn) | 2 | -4
O=[N+]([O-])c1ccc(N2CCOCC2)cc1NCC1CCCO1 (stereo not drawn) | -12 | 3
Cc1cc(C)c(NC(=O)c2ccc(Cl)cc2Cl)c([N+](=O)[O-])c1 | 1 | 0
CC1(C)C=Cc2cc(-c3noc(-c4cccc(C(F)(F)F)c4)n3)ccc2O1 | -8 | nt
COCCC1CCN(C(=O)c2ccc(F)c(Cl)c2)CC1 | -5 | -2
Cc1cccc2oc(-c3cc(N=Cc4ccccc4O)ccc3O)nc12 | -2 | 8
CCOc1cc(/C=C(\C#N)c2nc3ccccc3[nH]2)cc(I)c1OC | -4 | 1
Cc1ccc(NC(=O)c2ccc(Cl)cc2Cl)c([N+](=O)[O-])c1 | 9&-10 | 2&1
Cc1ccc(-n2cnc3cc(C(=O)O)ccc32)cc1Cl | -8 | 3
CC1CCN(Cc2csc(N3CCN(C(=O)C4CC4)CC3)n2)CC1 | -3 | 8
C#CCN(CC)S(=O)(=O)c1ccc(F)cc1Br | -5 | -10
CC(/C=C1\N=C(c2cccc(I)c2)OC1=O)=C\c1ccccc1 | 1 | 13
c1ccc2nc(-c3nc4ccccc4[nH]3)ccc2c1 | 9 | 3
COc1ccc(NC(=O)C2CC(=O)N(CCc3c[nH]c4ccc(Cl)cc34)C2)cc1 (stereo not drawn) | -5 | 87*
COCc1noc(C2CCCCN2C(=O)c2ccc(C)nc2)n1 (stereo not drawn) | -8 | -3
COc1ccccc1N=c1oc2ccc([N+](=O)[O-])cc2cc1C(=O)Nc1nccs1 | -5 | 0
Cn1c(SCC(=O)c2ccc3c(c2)CCCC3)nc2ccccc2c1=O | -8 | -5
Cc1nccn1Cc1nc(-c2ccccc2)no1 | 0 | 0
O=C1C(=Cc2cccc(Br)c2)Oc2cc(OC(=O)C3CC3)ccc21 | -8 | 3

Next part, overlapping the part above by 5 compounds.
SMILES | Pf apPOL inh | mHTT-CaM PPI inh
COCc1noc(C2CCCCN2C(=O)c2ccc(C)nc2)n1 (stereo not drawn) | -8 | -3
COc1ccccc1N=c1oc2ccc([N+](=O)[O-])cc2cc1C(=O)Nc1nccs1 | -5 | 0
Cn1c(SCC(=O)c2ccc3c(c2)CCCC3)nc2ccccc2c1=O | -8 | -5
Cc1nccn1Cc1nc(-c2ccccc2)no1 | 0 | 0
O=C1C(=Cc2cccc(Br)c2)Oc2cc(OC(=O)C3CC3)ccc21 | -8 | 3
CCC(=NNS(=O)(=O)c1ccc(C)cc1)c1ccco1 | -4 | nt
Cc1cc(Cl)ccc1OCCCC(=O)Nc1nc2c(s1)C(=O)CC(C)(C)C2 | -4 | -2
Cc1ccnc(NS(=O)(=O)c2ccc(NC(=O)c3ccc4ncsc4c3)cc2)n1 | 1 | 0
Cc1oc(C(C)C)nc1C(=O)Nc1ccc(Cl)cc1 | 2 | -37
CCc1cccc(Nc2nc3ccncc3n(C(C)C)c2=O)c1 | 2 | -9
CC1(C)CC(=O)C(C=Nc2nc3c(s2)CCc2c-3cnn2-c2ccccc2)=C(O)C1 | -1 | 12
O=C(Cc1ccc(Cl)cc1)Nc1ccc(Br)cn1 | -2 | -11
Cc1ccc(NC(=O)CC2=NS(=O)(=O)c3ccccc3N2)c(C)c1 | -1 | -4
CCOC(=O)CSC(Nc1ccccc1C(F)(F)F)=C(C#N)C(=O)OCC | -7 | nt
Cc1ccc(C(=O)N2CCN(c3cccc(F)c3)C(=O)C2C)cc1 (stereo not drawn) | -2 | -4
COC(=O)c1cscc1S(=O)(=O)N1CCN(c2coc3ccccc3c2=O)CC1 | -4 | nt
CCOc1ccc(-c2[nH]ncc2CN2CCCC2c2cc(CC)no2)cc1 (stereo not drawn) | -1 | 26
COc1cccc(C(=O)N2CCN(c3ccc(-c4nc(C)c(C)s4)cn3)CC2)c1 | -1 | -4
N#CC1=C(N)Oc2n[nH]c(-c3cccs3)c2C1c1ccc2c(c1)OCO2 (stereo not drawn) | -8 | 17
O=C(CCn1c(=O)c2sccc2n(Cc2ccccc2)c1=O)NCc1ccccc1 | 4 | 0
Cn1c(NCCO)nc2c(c1=O)C1(CCCCC1)Cc1ccccc1-2 | -4 | 29
COc1ccc(-n2nc3cc(C)c(NC(=O)c4ccccc4F)cc3n2)cc1 | -4 | -3
c1ccc2c(c1)nc1n2CCN1CCN1CCCCC1 | -8 | 0
C=CCn1c(-c2ccccc2)csc1=Nc1c(C)n(C)n(-c2ccccc2)c1=O | -4 | 4
CN(C)c1ccc(/C=C(\C#N)c2nc3ccccc3n2C)cc1 | -3 | 27

Some of the entries above in another layout.
smiles: Cc1ccc(NC(=O)c2ccc(Cl)cc2Cl)c([N+](=O)[O-])c1
  Pf apPOL inh: 9&-10; mHTT-CaM PPI inh: 2&1

smiles: COc1ccccc1N=c1oc2ccc([N+](=O)[O-])cc2cc1C(=O)Nc1nccs1
  Pf apPOL inh: -5; mHTT-CaM PPI inh: 0

smiles: COc1ccc(N2CN=c3s/c(=C\c4cccc([N+](=O)[O-])c4)c(=O)n3C2)cc1
  Pf apPOL inh: 1; mHTT-CaM PPI inh: -2

Next part.
SMILES | Pf apPOL inh | mHTT-CaM PPI inh
CCCC(C)NC(=O)c1ccc([N+](=O)[O-])c(C)c1 (stereo not drawn) | 2 | 1
O=C(c1ccc[nH]c1=O)N1CCC2(CC1)NC(=O)N(Cc1ccc(Cl)cc1)C2=O | -1 | 4
CCCNC(=O)c1ccc2c(c1)Sc1ncccc1C(=O)N2C(C)C | 0 | 4
CC(C)N(C(=O)CN(C#N)c1nc(N(C)C)nc(N(C)C)n1)c1ccccc1 | 4 | 6
CCOc1cc(C(=O)NCCc2nc3ccccc3[nH]2)cc(OCC)c1OCC | -3&-8 | 7&2
COc1ccc(CN2CCN(Cc3cccnc3)CC2)cc1 | 2 | 1
CCN(c1ccc(F)cc1)S(=O)(=O)c1ccc2[nH]cc(C(=O)NCC3CCCO3)c(=O)c2c1 (stereo not drawn) | -10 | 24
Cc1cccc(NC(=O)NC2CCN(c3ccc(C)c(C)c3)C2=O)c1 (stereo not drawn) | 0 | -10
Cc1ccccc1-c1nc(-c2ccc(=O)[nH]c2)no1 | 7 | 2
COc1ccc(Cl)cc1C1=N/C(=C/c2ccco2)C(=O)O1 | 0 | 0
COc1cc(NC(=O)C2c3ccccc3C(=O)N(C)C2c2cccs2)cc(OC)c1OC (stereo not drawn) | -4 | 13
COc1ccc(C(=O)NC(C)CCc2ccccc2)cc1[N+](=O)[O-] (stereo not drawn) | 0 | 4
O=S(=O)(c1cccs1)N1CCc2ccccc2C1 | -8 | -9
COc1ccc(Cc2nnc(NC(=O)Nc3ccccc3OC)s2)cc1 | 2 | 14
c1cc(-c2noc(CN3CCCCC3c3nc(C4CC4)no3)n2)cs1 (stereo not drawn) | -2 | -18
O=C(c1ccccc1F)N(Cc1cccs1)c1ccc(O)cc1 | 7 | -2
O=C(N/C(=C\c1cccnc1)C(=O)N1CCOCC1)c1ccco1 | 0 | -2
COc1ccc(-c2nc3cccnc3n2C2CCN(S(=O)(=O)c3cccnc3)C2)cc1 (stereo not drawn) | -2 | 15

Source: PubChem BioAssay (University of Kansas High Throughput Screening Laboratory)

Rows were taken by chance. Share with any hit: about 3.5%.
